EPAC1 agonist – EPAC1 (human) agonism. O95398. EPAC1 agonist qHTS, biochemical assay; response scale: 100% = response to 6.5 mM cAMP. Potency, µM (doses to about 154 µM), without a hit: top-dose activation, most hits filed as activators. hit rate 0.073% among 360,000; further: potency means the concentration at half of the fitted maximal effect; nearly all actives have a fitted effect of over 60% in size
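Fluorescent GDP-exchange assay: 100 nM EPAC1 with 250 nM Rap1B preloaded with BODIPY-GDP and 50 uM GDP; compounds tested as concentration series, 5 min at room temperature, then read every 5 min for 30 min (ex 480/em 540 nm); normalized to 6.5 mM cAMP.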
PLK1 PBD inh – blocks phosphopeptide binding to human PLK1 polo-box domain; Potency, µM, without a hit: max response, negative = inhibition, actives largely listed as inhibitors; P53350; hit rate 2.8% among 360,000; Plk1 PBD binding of FITC phosphopeptide, fluorescence polarization; further: potency means the concentration at half of the fitted maximal effect; series mostly up to about 57 µM; on the % scale 0 is the no-effect control and ±100 the full control effect; nearly all actives have a fitted effect of over 65% in size
GLP1R ag – activates the human GLP-1 receptor; Potency, µM (titrated, usually from 45.6 µM), for inactives: at the top dose activation, usual class: activators; hit rate 0.007% among 380,000; HEK293 GLP-1R CRE-luciferase, luminescence, 4-6 h; cells express a hypersensitive GLP-1R form; P43220; further: potency means the concentration at half of the fitted maximal effect; % of control where 0% means no effect
Target sequence (P43220 whole entry, looked up): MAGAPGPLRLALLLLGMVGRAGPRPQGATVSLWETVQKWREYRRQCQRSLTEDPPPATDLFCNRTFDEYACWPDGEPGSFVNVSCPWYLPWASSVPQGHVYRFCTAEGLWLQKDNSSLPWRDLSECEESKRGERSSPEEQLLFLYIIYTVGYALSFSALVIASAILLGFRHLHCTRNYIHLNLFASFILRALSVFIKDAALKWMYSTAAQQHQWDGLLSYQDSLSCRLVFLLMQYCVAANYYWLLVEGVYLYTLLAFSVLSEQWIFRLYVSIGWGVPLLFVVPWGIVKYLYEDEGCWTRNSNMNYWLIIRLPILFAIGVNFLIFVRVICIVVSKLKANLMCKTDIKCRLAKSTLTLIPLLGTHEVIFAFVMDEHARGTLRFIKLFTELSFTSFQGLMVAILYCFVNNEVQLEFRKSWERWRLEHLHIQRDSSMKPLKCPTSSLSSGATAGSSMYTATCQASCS
EPAC1 antag – antagonists of human EPAC1 | hit rate 0.14% among 360,000 | Potency, µM (doses to about 115 µM), for the others: at the top dose activity change, negative = inhibition, usual class: inhibitors | O95398 | EPAC1 GEF assay, Rap1b-BODIPY-GDP exchange fluorescence | AID 720709;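 further: potency means the concentration at half of the fitted maximal effect; plate controls were vehicle for no effect and positive control for full effect; nearly all actives have a fitted effect of over 50% in size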
PI5P4Ka inh – PI5P4K alpha (human) kinase inhibition | PI5P4Kalpha enzyme, ADP-Glo luminescence, 60 min; active compounds read low | max response, % | hit rate 1.2% among 330,000; active means max response of -50% or lower; inconclusive means between -30% and -50%; inactive means -30% or higher; further: value at the top dose of about 77 µM; on the % scale 0 is the no-effect control and ±100 the full control effect
Target sequence (P48426 whole entry, looked up): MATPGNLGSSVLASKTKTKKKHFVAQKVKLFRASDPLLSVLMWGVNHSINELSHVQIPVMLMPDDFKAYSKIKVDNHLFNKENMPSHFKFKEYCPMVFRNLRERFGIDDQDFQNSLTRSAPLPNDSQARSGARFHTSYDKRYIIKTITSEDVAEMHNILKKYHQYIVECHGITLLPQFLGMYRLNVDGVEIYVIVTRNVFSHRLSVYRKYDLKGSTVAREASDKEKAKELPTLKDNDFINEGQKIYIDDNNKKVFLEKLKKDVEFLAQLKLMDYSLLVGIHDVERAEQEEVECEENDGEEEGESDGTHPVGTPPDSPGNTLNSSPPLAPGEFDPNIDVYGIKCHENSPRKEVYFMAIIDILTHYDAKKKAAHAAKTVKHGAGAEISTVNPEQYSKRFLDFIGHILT
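Controls without substrate or without enzyme flank wells where PI5P4Kalpha converts substrate using 5 microM ATP (final). Incubation lasts 60 minutes at room temperature; ADP formed is read by ADP-Glo luminescence.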
IL-2 act – activators of IL-2; AID 652025; hit rate 0.065% among 360,000; activation, % (series mostly up to about 46 µM); IL-2 activation reporter assay, cell-based qHTS; stimulated with anti-CD3/CD4/CD28 beads; in transgenic mouse T cells; in the data active means activation above about 50%; inconclusive means mostly about 30% to 49%; further: 0% is about no effect
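Readout is EGFP and DsRed signal by fluorescent plate cytometry after 18 h at 37 degrees C. Transgenic mouse T cells (750/well) received compound for 60 min before bead stimulation (anti-CD3, anti-CD4, anti-CD28); memory T cells served as non-tolerant control.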
HEK293 tox – cytotoxic in the GLP-1 receptor inverse agonist counter-screen; HEK293 cAMP-luciferase reporter cells, luminescence, 24 h; hit rate 0.13% among 410,000; Potency, µM (doses to about 38.3 µM), without a hit: at the top dose activity change, negative = inhibition, most hits filed as inhibitors;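 further: loss of luciferase light is scored as toxicity; potency means the concentration at half of the fitted maximal effect; on the % scale 0 is the no-effect control and ±100 the full control effect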
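1536-well qHTS counterscreen of the MLSMR; 200 cells/uL, 12 h pre-incubation, 23 nL cpd, 24 h at 37 deg C 5% CO2, luciferase detection reagent, 12 min RT, luminescence. Inhibition = undesired.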
PTHR1 ag – agonists of human PTHR1 parathyroid hormone receptor. Q03431. HEK293 GP2 PTHR1 cells, GloSensor cAMP luminescence, 1 h. Potency, µM (top dose mostly 115 µM), inactives show top-dose activation, most hits filed as activators. hit rate 0.075% among 410,000. AID 743266; further: potency means the concentration at half of the fitted maximal effect; nearly all actives have a fitted effect of over 55% in size; some results filed as inactive show a strong effect at the top dose; inactives centre near -15; many of its hits are not listed in these tables
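HEK-293-derived GP2 cells expressing PTHR1 and a GloSensor cAMP reporter, 3,000/well, plated overnight, given luciferin plus IBMX (each 0.5 mM as added) for 1 h at 37 °C, then compound for 1 h at 37 °C. Luminescence was read after 15 min at room temperature.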
GLP1R inv ag – GLP-1 receptor (human) inverse agonism; P43220; HEK293 GLP-1R CRE-luciferase, luminescence, 24 h; GLP-1R form is constitutively active; Potency, µM (doses to about 38.3 µM), for the others: top-dose activity change, negative = inhibition, hits mostly inhibitors; hit rate 1.6% among 410,000; AID 624417; further: potency means the concentration at half of the fitted maximal effect; on the % scale 0 is the no-effect control and ±100 the full control effect; nearly all actives have a fitted effect of over 55% in size
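Inverse agonism was detected as reduced cAMP-driven luciferase luminescence after 24 h compound treatment. The cells were HEK293 clones expressing constitutively active human GLP-1R with the reporter. Reporter-only and GPR119 cell lines served as counterscreen controls.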
An asterisk follows results filed as active; [ ] = dose if it differs, or a comment. Unless noted, the call rests on the fitted dose curve; in most records, active means well fitted curve in the direction sought with a large enough effect; inconclusive means small, poorly fitted or top-dose-only effect, or another doubt; inactive means no such curve, though single readings can be large; an effect the other way counts as inactive or inconclusive. Some of the compounds tested; count on the stated rates, not on these rows.

Screening Cc1nc2ccc(F)cc2cc1C(=O)NCc1ccco1 returned EPAC1 agonist 2%, PLK1 PBD inh -6%, GLP1R ag -1%, EPAC1 antag 14%, PI5P4Ka inh 2, IL-2 act -1.2, HEK293 tox 3%, PTHR1 ag -8% and GLP1R inv ag 0%.
Screening CCOC(=O)c1c(C)n(C)c2ccc(OC)c(NC(=O)CCN3CCC(Cc4ccccc4)CC3)c12 returned EPAC1 agonist -7%, PLK1 PBD inh 0%, GLP1R ag -2%, EPAC1 antag -16%, PI5P4Ka inh -2, IL-2 act 1.2, HEK293 tox 2%, PTHR1 ag inactive and GLP1R inv ag -27%.
`COc1ccc(CNC(=O)CN2C(=O)NC3(CCCCCCC3)C2=O)cc1` gave EPAC1 agonist -2%, PLK1 PBD inh 0%, GLP1R ag 5%, EPAC1 antag -8%, PI5P4Ka inh -6, IL-2 act 0.7, HEK293 tox -2%, PTHR1 ag inactive and GLP1R inv ag -7%.
For Cc1nnc(NC(=O)c2csc3c2CCC(C)C3)s1 (stereo not given) the results were EPAC1 agonist -1%, PLK1 PBD inh 5%, GLP1R ag -2%, EPAC1 antag -2%, PI5P4Ka inh -4, IL-2 act -0.4, HEK293 tox -7%, PTHR1 ag -20% and GLP1R inv ag 2%.
For CCOc1cc(C(=O)N/N=C/c2ccsc2)cc(OCC)c1OCC the results were EPAC1 agonist -12%, PLK1 PBD inh -2%, GLP1R ag 0%, EPAC1 antag 9%, PI5P4Ka inh 0, IL-2 act -2.8, HEK293 tox inconclusive, PTHR1 ag inactive and GLP1R inv ag -11%.
Screening CCOC(=O)Cc1csc(NC(=O)c2cccs2)n1 returned EPAC1 agonist -2%, PLK1 PBD inh -4%, GLP1R ag 6%, EPAC1 antag 13%, IL-2 act 0.6, HEK293 tox 0%, PTHR1 ag -1% and GLP1R inv ag inconclusive.
For CC1CC(=O)N(CC(=O)NCc2ccc3c(c2)OCO3)c2ccccc2S1 (stereo not given) the results were EPAC1 agonist 2%, PLK1 PBD inh -15%, GLP1R ag 1%, EPAC1 antag -1%, PI5P4Ka inh 1, IL-2 act 0.6, HEK293 tox 3%, PTHR1 ag inactive and GLP1R inv ag 0%.
For Cc1ccccc1NC(=O)c1sc(Cl)nc1-c1ccccc1 the results were EPAC1 agonist 9%, PLK1 PBD inh -5%, GLP1R ag -5%, EPAC1 antag 6%, PI5P4Ka inh 11, IL-2 act 0.0, HEK293 tox -7%, PTHR1 ag inactive and GLP1R inv ag -9%.
Screening COc1ccc(C(=O)NCC(c2ccc3c(c2)OCO3)N2CCN(c3ccc(OC)cc3)CC2)cc1 (stereo not given) returned EPAC1 agonist 1%, PLK1 PBD inh 3%, GLP1R ag 1%, EPAC1 antag -8%, PI5P4Ka inh 7, IL-2 act -0.1, HEK293 tox 5%, PTHR1 ag -17% and GLP1R inv ag inconclusive.
`CCc1ccc(NC(=O)Nc2cc(C(=O)O)ccc2N2CC3CC(C2)c2cccc(=O)n2C3)cc1` (stereo not given) gave EPAC1 agonist -9%, PLK1 PBD inh -14%, GLP1R ag -6%, EPAC1 antag 5%, PI5P4Ka inh 0, IL-2 act -4.0, HEK293 tox 7%, PTHR1 ag inactive and GLP1R inv ag 10%.
`COC(=O)[C@H](Cc1ccc(O)cc1)NC(=O)Cn1cnc2c(OCc3ccccc3)ncnc21` gave EPAC1 agonist 8%, PLK1 PBD inh 1%, GLP1R ag 4%, EPAC1 antag -1%, PI5P4Ka inh 1, IL-2 act 0.3, HEK293 tox 5%, PTHR1 ag -8% and GLP1R inv ag 7%.
CC(/C=C1\SC(=S)N(CCCC(=O)Nc2ccc(C(=O)O)cc2)C1=O)=C\c1ccccc1 was read as EPAC1 agonist 6%, PLK1 PBD inh inconclusive, GLP1R ag 1%, EPAC1 antag -2%, PI5P4Ka inh inconclusive, IL-2 act 1.3, HEK293 tox inconclusive, PTHR1 ag -42%[inhibitor] and GLP1R inv ag 7%.
`O=C(COC(=O)Cn1[nH]c(=O)c2ccccc2c1=O)NNC(=O)c1ccccc1` gave EPAC1 agonist 13%, PLK1 PBD inh -7%, GLP1R ag -1%, EPAC1 antag 9%, PI5P4Ka inh -4, IL-2 act 0.5, HEK293 tox -8%, PTHR1 ag -3% and GLP1R inv ag -9%.
COc1ccc(-c2oc3ncnc(NCCCN4CCOCC4)c3c2-c2ccc(OC)cc2)cc1 was read as EPAC1 agonist 15%, PLK1 PBD inh -4%, GLP1R ag 13%, EPAC1 antag -13%, IL-2 act 1.0, HEK293 tox -7%, PTHR1 ag inactive and GLP1R inv ag 0%.
CCOC(=O)C1(Cc2cccc(Cl)c2)CCCN(CCO)C1 (stereo not given) was read as EPAC1 agonist 3%, PLK1 PBD inh 3%, GLP1R ag 5%, EPAC1 antag 3%, PI5P4Ka inh 14, IL-2 act -1.5, HEK293 tox -15%, PTHR1 ag inactive and GLP1R inv ag inconclusive.
CC1CC(C)(C)CC2(C1)NC(=O)N(CC(=O)Nc1ccc3c(c1)OCO3)C2=O (stereo not given) was read as EPAC1 agonist 6%, PLK1 PBD inh -6%, GLP1R ag -10%, EPAC1 antag 2%, PI5P4Ka inh inconclusive, IL-2 act -1.8, HEK293 tox 4%, PTHR1 ag inactive and GLP1R inv ag -6%.
Screening Cc1ccc(C(O)c2ncc(-c3cccc(C(F)(F)F)c3)[nH]2)c(C)c1 (stereo not given) returned EPAC1 agonist -9%, PLK1 PBD inh 2%, GLP1R ag -6%, EPAC1 antag -21%, PI5P4Ka inh 14, IL-2 act -0.1, HEK293 tox 4%, PTHR1 ag -8% and GLP1R inv ag inconclusive.
Screening Cc1ccsc1C(=O)Nc1ccc2c(c1)OCCO2 returned EPAC1 agonist -2%, PLK1 PBD inh -15%, GLP1R ag -1%, EPAC1 antag -16%, PI5P4Ka inh -7, IL-2 act 0.4, HEK293 tox 2%, PTHR1 ag -24% and GLP1R inv ag inconclusive.
For CCOC(=O)Oc1c(OC)cc(C(=O)O[C@@H]2C[C@@H]3CN4CCc5c([nH]c6cc(OC)ccc56)[C@H]4C[C@@H]3[C@H](C(=O)OC)[C@H]2OC)cc1OC the results were EPAC1 agonist -27%, PLK1 PBD inh 20%, GLP1R ag -3%, EPAC1 antag -26%, PI5P4Ka inh 4, IL-2 act -0.6, HEK293 tox -18%, PTHR1 ag inactive and GLP1R inv ag inconclusive.
Screening COc1ccc(-c2csc(=Nc3c(C)n(C)n(-c4ccccc4)c3=O)n2C(C)(C)C)cc1 returned EPAC1 agonist -2%, PLK1 PBD inh -1%, GLP1R ag -5%, EPAC1 antag -4%, IL-2 act -0.4, HEK293 tox -17%, PTHR1 ag inactive and GLP1R inv ag -11%.
For Cc1cccc(NC(=O)NCc2cccnc2)c1C the results were EPAC1 agonist 3%, PLK1 PBD inh -9%, GLP1R ag -1%, EPAC1 antag -7%, PI5P4Ka inh 6, IL-2 act -6.0, HEK293 tox 3%, PTHR1 ag inconclusive and GLP1R inv ag -22%.
`CC(=O)Nc1ccc(C(=O)N2CCCCC2c2cc(C(=O)NCc3ccc(F)cc3)no2)cc1` (stereo not given) gave EPAC1 agonist 0%, PLK1 PBD inh 1%, GLP1R ag 2%, EPAC1 antag -6%, PI5P4Ka inh -7, IL-2 act 0.9, HEK293 tox 0%, PTHR1 ag inactive and GLP1R inv ag 17%.
`CCN(C[C@H]1N[C@@](Cc2ccccc2)(C(=O)OC)[C@H]2C(=O)N(C)C(=O)[C@@H]12)C(=O)c1ccc(C(C)(C)C)cc1` gave EPAC1 agonist -16%, PLK1 PBD inh -1%, GLP1R ag 0%, EPAC1 antag 0%, PI5P4Ka inh 1, IL-2 act 0.3, HEK293 tox 0%, PTHR1 ag inactive and GLP1R inv ag 26%.
`CC1=C(C)CC(C(=O)NC2CCCC2)C(C(=O)O)C1` (stereo not given) gave EPAC1 agonist -8%, PLK1 PBD inh 5%, GLP1R ag -4%, EPAC1 antag 11%, PI5P4Ka inh 8, IL-2 act -3.5, HEK293 tox -4%, PTHR1 ag -21% and GLP1R inv ag 5%.
CCC1=C(OC(=O)N(CC)CC)N2C(=O)OC(=NCC(=O)OC)[C@]2(Cc2ccccc2)[C@H]2C1=CC[C@H]1C(=O)NC(=O)[C@H]12 was read as EPAC1 agonist 1%, PLK1 PBD inh -9%, GLP1R ag 0%, EPAC1 antag -3%, PI5P4Ka inh 12, IL-2 act 2.0, HEK293 tox 12%, PTHR1 ag -25% and GLP1R inv ag 16%.
Screening Cc1ccc2nc(N(CCN(C)C)C(=O)c3ccc4ccccc4c3)sc2c1 returned EPAC1 agonist 0%, PLK1 PBD inh 2%, GLP1R ag -5%, EPAC1 antag -7%, PI5P4Ka inh 12, IL-2 act -1.9, HEK293 tox -5%, PTHR1 ag 25% and GLP1R inv ag -12%.

Fetched by structure from the list above (3):
Screening COc1ccc(C(=O)NCC(c2ccc3c(c2)OCO3)N2CCN(c3ccc(OC)cc3)CC2)cc1 (stereo not given) returned EPAC1 agonist 1%, PLK1 PBD inh 3%, GLP1R ag 1%, EPAC1 antag -8%, PI5P4Ka inh 7, IL-2 act -0.1, HEK293 tox 5%, PTHR1 ag -17% and GLP1R inv ag inconclusive.
`COc1ccc(CNC(=O)CN2C(=O)NC3(CCCCCCC3)C2=O)cc1` gave EPAC1 agonist -2%, PLK1 PBD inh 0%, GLP1R ag 5%, EPAC1 antag -8%, PI5P4Ka inh -6, IL-2 act 0.7, HEK293 tox -2%, PTHR1 ag inactive and GLP1R inv ag -7%.
Screening Cc1nc2ccc(F)cc2cc1C(=O)NCc1ccco1 returned EPAC1 agonist 2%, PLK1 PBD inh -6%, GLP1R ag -1%, EPAC1 antag 14%, PI5P4Ka inh 2, IL-2 act -1.2, HEK293 tox 3%, PTHR1 ag -8% and GLP1R inv ag 0%.

Screens deposited in PubChem BioAssay by National Center for Advancing Translational Sciences (NCATS).
